# Pin1 inhibitor – qHTS Assay to Find Inhibitors of Pin1. Potency, µM (top dose mostly 115 µM), for the others: at the highest dose activity, negative = inhibition, most hits filed as inhibitors. AID 504891, 2011. Peptidyl-prolyl cis-trans isomerase NIMA-interacting 1 (Homo sapiens), Q13526. 390,000 compounds, 0.009% hits. Pin1 FP peptide displacement, HiFluor488, 10 min; active = well fitted inhibition curve with a large enough effect in the polarisation, with a control signal flat, not every such curve was filed as active; inconclusive = small, poorly fitted or top-dose-only effect, or effect the other way, or a change in a side signal; inactive = no such curve, though single readings can be large or run the other way; the % refers to the polarisation
# Target sequence (Q13526 whole entry, looked up): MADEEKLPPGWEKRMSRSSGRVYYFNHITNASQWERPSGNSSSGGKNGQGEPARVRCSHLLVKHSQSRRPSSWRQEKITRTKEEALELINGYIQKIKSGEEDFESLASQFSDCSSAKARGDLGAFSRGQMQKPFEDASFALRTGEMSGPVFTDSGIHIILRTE
# BAZ2B inh – qHTS Assay for Inhibitors of BAZ2B | Bromodomain adjacent to zinc finger domain protein 2B (Homo sapiens), Q9UIF8 | AlphaScreen BAZ2B-H3K14Ac peptide displacement | Potency, µM (series often up to 114 µM), inactives show at the highest dose activity change, negative = inhibition, usual class: inhibitors | 360,000 compounds, 4.4% hits | AID 504333, 2011; also: nearly all actives have a fitted effect of over 60% in size
#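 In this displacement format the biotinylated H3(5-23) peptide acetylated at Lys14 serves as ligand at 50 nM, with BAZ2B at 50 nM in PBS pH 7.4 containing 0.01% Tween-20. Donor and acceptor beads are 10 ug/mL final.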
# G9a block – qHTS Assay for Inhibitors of Histone Lysine Methyltransferase G9a; G9a H3K9 monomethylation, AlphaScreen, 2 h; Potency, µM (doses to about 102 µM), for the others: at the top dose activity, negative = inhibition, hits mostly inhibitors; 350,000 compounds, 8.8% hits; AID 504332, 2011; also: nearly all actives have a fitted effect of over 75% in size
# Target sequence (Q96KQ7 913-1193 limits assumed): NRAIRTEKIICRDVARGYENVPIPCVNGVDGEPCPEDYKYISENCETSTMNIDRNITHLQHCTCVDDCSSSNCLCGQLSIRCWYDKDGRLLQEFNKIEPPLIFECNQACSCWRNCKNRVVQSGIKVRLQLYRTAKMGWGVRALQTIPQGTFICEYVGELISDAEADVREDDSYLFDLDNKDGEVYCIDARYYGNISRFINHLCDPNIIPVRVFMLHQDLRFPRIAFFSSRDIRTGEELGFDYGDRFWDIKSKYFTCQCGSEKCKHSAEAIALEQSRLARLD
#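 Compounds were preincubated with 20 nM G9a for 15 min, after which biotinylated H3K9 peptide (500 nM) and SAM (20 uM) started a 2 h room-temperature reaction. Monomethylated product was quantified by antibody-based AlphaScreen chemiluminescence.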
# Active calls of the source: *; ? = inconclusive; / = no result given; [ ] = dose if it differs, or a comment. Unless noted, calls follow the shape of the dose curve; as a rule, active = well fitted inhibition curve with a large enough effect; inconclusive = small, poorly fitted or top-dose-only effect; inactive = no such curve, though single readings can be large or run the other way. % is scaled to controls: 0 for no effect and ±100 for the full control effect; potency is read from the fitted curve at half-maximal effect. An excerpt; count on the stated rates, not on these rows.
SMILES,Pin1 inhibitor,BAZ2B inh,G9a block
CN(C)c1ncc2nc(CCc3ccccc3)c(=O)n(Cc3ccc(F)cc3)c2n1,/,/,-3%[12.7 µM]
Cc1nc2cnc(Nc3ccccc3)nc2n(C)c1=O,/,/,9%[12.7 µM]
COc1cccc(Cn2c(=O)c(C)nc3cnc(Nc4ccccc4)nc32)c1,/,/,-1%[0.501 µM]
COc1ccc(C(=O)N2CCC[C@@]3(CCN(C(=O)NC(C)C)C3)C2)cc1,/,/,2%[12.7 µM]
Cc1nc2cncnc2n(C2CC2)c1=O,/,/,-32%[0.501 µM]
O=C(NCCc1ccccc1)C(=O)NCC1CCNCC1,/,/,-2%
O=C(c1cnccn1)N1CCC2(CCCN(c3ccccn3)C2)CC1,/,/,3%[12.7 µM]
COc1ccc(Oc2ncc3nc(-c4ccc(F)cc4)c(=O)n(Cc4cccs4)c3n2)cc1,/,/,12%[0.501 µM]
COc1ccc(C(=O)N2CCC3(CC2)CN(CC(C)C)C3)cc1,/,/,-3%[12.7 µM]
Clc1ccccc1-c1nccc(NCCN2CCOCC2)n1,/,/,-5%[0.501 µM]

# Looked up above.
# Under G9a block, `CN(C)c1ncc2nc(CCc3ccccc3)c(=O)n(Cc3ccc(F)cc3)c2n1` has -3%[12.7 µM]
# Under G9a block, `COc1cccc(Cn2c(=O)c(C)nc3cnc(Nc4ccccc4)nc32)c1` has -1%[0.501 µM]
# Under G9a block, `O=C(c1cnccn1)N1CCC2(CCCN(c3ccccn3)C2)CC1` has 3%[12.7 µM]
# Under G9a block, `O=C(NCCc1ccccc1)C(=O)NCC1CCNCC1` has -2%

# Next records.
SMILES,Pin1 inhibitor,BAZ2B inh,G9a block
Cc1nc(N2CCN(c3ccccc3)CC2)[nH]c(=O)c1Cc1cccc2ccccc12,/,-5%,/
COc1ccc(N=Nc2n(C)c3ccccc3[n+]2C)cc1,/,40µM*,/
CCCCn1c(C)cc2c(c1=O)C1O[C@](CCCC)(Cc3cc(C#N)ccc31)O2,/,-2%[22.9 µM],/
O=C(O)c1cc(-c2c[nH]c3ccccc23)nc2cc3ccccc3cc12,/,-14%,/
COc1ccc([C@]23Cc4ccccc4C(O2)c2c(cc(-c4ccccc4)oc2=O)O3)cc1,/,40%[activator][22.9 µM],/
CC(=O)NN1C(=O)c2ccc(Oc3ccc4c(c3)C(=O)N(NC(C)=O)C4=O)cc2C1=O,/,-7%,/
CCOCC(=O)Nc1cc(C(=O)Nc2ccc(F)cc2)ccc1Cl,/,-4%,/
Cc1ccnc(NS(=O)(=O)c2cc(C(F)(F)F)ccc2Cl)c1,/,17%,/
CCn1c(C)nc2cc(C(=O)NNC(=O)Nc3ccc(Cl)c(Cl)c3)ccc21,/,-7%,/
COc1ccc(CC(=O)NNC(=O)Cc2ccc(OC)cc2)cc1,/,-8%,/
N#Cc1c(Cl)nc(SCc2ccccc2)nc1-c1ccccc1,/,79µM*,/
O=C1C2CCCN2c2ccc(S(=O)(=O)N3CCOCC3)cc2N1Cc1cccc(C(F)(F)F)c1 (centres undefined),/,-5%,/
COc1ccc(C(=O)C2CCCN(Cc3c(C)[nH]c4ccccc34)C2)c(OC)c1 (centres undefined),/,-28%,/
CCCC[C@]12Cc3cc(C#N)ccc3C(O1)c1c(c3cc(F)ccc3oc1=O)O2,/,3%[22.9 µM],/
Cc1ccc(Cl)cc1Nc1nc(-c2sc(NC(=O)c3ccccc3)nc2C)cs1,/,?,/
CCC(NC(=S)NC1CCCCC1)c1ccc(C)cc1 (centres undefined),/,-30%,/
Cc1cc2c(c(=O)o1)C1O[C@](CCCCN3C(=O)c4ccccc4C3=O)(Cc3cc(C#N)ccc31)O2,/,-6%[22.9 µM],/
O=C(NCCc1ccccc1)c1ccccc1NC(=O)C1CCCCC1C(=O)O (centres undefined),/,-8%,/
O=C(COC(=O)CC(c1ccccc1)c1ccccc1)Nc1ccc(F)c(F)c1,/,15%,/
Cc1cc(NNC(=O)Nc2cccc(Cl)c2)nc2c1c(C)nn2C,/,?,/
COc1ccccc1/C=N/N1C(=O)C(CC(=O)Nc2ccc([N+](=O)[O-])cc2OC)SC1=Nc1cccc(C)c1C (centres undefined),/,?,/
O=C(Cn1nc(C(=O)O)c2ccccc2c1=O)Nc1ccc2c(c1)C(=O)c1ccccc1C2=O,/,-16%,/
COc1cc(/C(C)=C/c2ccccc2)c2c(c1)oc1ccccc12,/,69%[activator][57.1 µM],/
Cc1ccc(C(C)C)c(OCC(=O)NN=C(CCl)CCl)c1,/,56µM*,/
COCCCn1c2nc3ccccc3nc2c2c(=O)n(Cc3cccs3)cnc21,/,7%,/
N#Cc1ccc2c(c1)C[C@]1(c3ccsc3)OC3=C(C(=O)OC4(CCCCC4)C3)C2O1,/,-13%[22.9 µM],/
COc1ccc2c3c(c(=O)oc2c1)C1O[C@](c2ccsc2)(Cc2ccccc21)O3,/,?,/
Cc1ccccc1SCCNC(=O)CCc1ccccc1,/,-6%,/
C=CCN=C1N[C@@H](c2ccc(Br)cc2)C(C(=O)OC)=C(C)N1Cc1ccccc1,/,?,/
CCn1cc(C(=O)N/N=C(/C)c2ccc(F)cc2)c(=O)c2cc(F)c(N3CCCC3)cc21,/,10%,/

# Whole records, quoted from the list. Screens in order: Pin1 inhibitor	BAZ2B inh	G9a block
# Cc1ccccc1SCCNC(=O)CCc1ccccc1 across the screens: /	-6%	/
# N#Cc1ccc2c(c1)C[C@]1(c3ccsc3)OC3=C(C(=O)OC4(CCCCC4)C3)C2O1 across the screens: /	-13%[22.9 µM]	/
# COCCCn1c2nc3ccccc3nc2c2c(=O)n(Cc3cccs3)cnc21 across the screens: /	7%	/
# COc1ccc2c3c(c(=O)oc2c1)C1O[C@](c2ccsc2)(Cc2ccccc21)O3 across the screens: /	?	/

# Continuation.
SMILES,Pin1 inhibitor,BAZ2B inh,G9a block
NC(=O)C(=CNc1nc(-c2ccc(Cl)c(Cl)c2)cs1)C(N)=O,/,45µM*,/
COc1cc2c(cc1OC)C1O[C@](CCCCN3C(=O)c4ccccc4C3=O)(C2)OC2=C1C(=O)c1ccccc1C2=O,/,-2%[22.9 µM],/
COc1cc2c(cc1OC)C1O[C@](CCCCN3C(=O)c4ccccc4C3=O)(C2)Oc2cc(C)n(Cc3ccccc3)c(=O)c21,/,?,/
COc1ccc(/C=C2\SC(=Nc3ccccc3)NC2=O)cc1,/,0%,/
S=C(NCCc1cccc(Cl)c1)NCc1ccccc1,/,2%,/
CCCCn1nc(-c2ccccc2)c2nc3ccccc3nc21,/,124%[activator],/
COc1ccc(CNc2cc(C)cc(C)c2)cc1OC,/,?,/
CCCc1nc2sc3c(=O)[nH]cnc3c2c2c1CCCC2,/,-2%,/
N#CC(C#N)=Cc1ccccc1OCc1ccccc1,/,-4%,/
O=C(Cn1c(COc2ccccc2)nc2ccccc21)Nc1cc(Cl)c(Cl)cc1Cl,/,0%,/

# 4 entries from above, with values under each structure.
# Every second line gives: Pin1 inhibitor	BAZ2B inh	G9a block
COc1cc2c(cc1OC)C1O[C@](CCCCN3C(=O)c4ccccc4C3=O)(C2)OC2=C1C(=O)c1ccccc1C2=O
  /	-2%[22.9 µM]	/
COc1cc2c(cc1OC)C1O[C@](CCCCN3C(=O)c4ccccc4C3=O)(C2)Oc2cc(C)n(Cc3ccccc3)c(=O)c21
  /	?	/
COc1ccc(/C=C2\SC(=Nc3ccccc3)NC2=O)cc1
  /	0%	/
S=C(NCCc1cccc(Cl)c1)NCc1ccccc1
  /	2%	/

# (further entries)
SMILES,Pin1 inhibitor,BAZ2B inh,G9a block
C/C(=N\Nc1ccc([N+](=O)[O-])cc1[N+](=O)[O-])c1cc2c(ccc3ccccc32)oc1=O,/,-21%,/
CCc1nc(SCC#N)c(C#N)cc1C,/,18%,/
CNC(C)C#Cc1ccc2c(=O)c3c(OC)cccc3oc2c1 (centres undefined),/,-6%,/
CCCC[C@]12Cc3cc(C#N)ccc3C(O1)c1c(cc(C)n(-c3ccccc3)c1=O)O2,/,?,/
COc1cc(/C=C2/SC(=S)N(CC(=O)O)C2=O)ccc1OCC(=O)Nc1ccc(C)c(C)c1,/,1%,/
COc1ccc(-c2c(C)n([O-])c3c([n+]2=O)CCCC3)cc1OC,/,-5%,/
C=CCC(Nc1ccccc1)c1ccc(OC)c(OC)c1 (centres undefined),/,-13%,/
COc1ccc([C@]23Cc4cc(C#N)ccc4[C@H](O2)c2c(cc(C)n(Cc4ccccc4)c2=O)O3)cc1,/,-1%[22.9 µM],/
O=C(c1ccccc1)N1CCN(c2nc(-c3ccc(Br)cc3)cs2)CC1,13%,/,/
NC(=O)C1CCN(c2ncc(-c3ccc4c(c3)OCCO4)s2)CC1,-3%,/,/

# Fetched one by one from the list above, 5 records:
SMILES,Pin1 inhibitor,BAZ2B inh,G9a block
NC(=O)C1CCN(c2ncc(-c3ccc4c(c3)OCCO4)s2)CC1,-3%,/,/
COc1cc(/C=C2/SC(=S)N(CC(=O)O)C2=O)ccc1OCC(=O)Nc1ccc(C)c(C)c1,/,1%,/
CCCC[C@]12Cc3cc(C#N)ccc3C(O1)c1c(cc(C)n(-c3ccccc3)c1=O)O2,/,?,/
CNC(C)C#Cc1ccc2c(=O)c3c(OC)cccc3oc2c1 (centres undefined),/,-6%,/
CCc1nc(SCC#N)c(C#N)cc1C,/,18%,/

# (next part)
SMILES,Pin1 inhibitor,BAZ2B inh,G9a block
NC(=O)C1CCN(c2nnc(-c3ccc(Br)cc3)s2)CC1,-2%,/,/
O=c1c2ccccc2nc2sc(Nc3cccc(-c4ccncc4)c3)nn12,?,/,/
O=c1c2ccccc2nc2sc(Nc3ccc(Oc4ccccc4)cc3)nn12,0%,/,/
CC(C)Oc1cccc(-c2ccnc(N3CCC(C(N)=O)CC3)n2)c1,-1%,/,/
CC(C)N1CCc2c(sc(NC(=O)C(C)(C)C)c2-c2nc3ccccc3s2)C1,?,/,/
CN1CCN(c2cccc(Nc3nn4c(=O)c5ccc(Br)cc5nc4s3)c2)CC1,3%,/,/
NC(=O)C1CCN(c2nc(-c3cccc(C(F)(F)F)c3)cs2)CC1,-3%,/,/
COc1ccc(-c2cnc(N3CCC(C(N)=O)CC3)s2)cc1OC,-3%,/,/
O=c1c2ccc(Br)cc2nc2sc(Nc3ccc4c(c3)CCC4)nn12,?,/,/
O=C(N1Cc2ccc(Nc3nn4c(=O)c5ccccc5nc4s3)cc2C1)C(F)(F)F,7%,/,/
